Source: PubChem BioAssay
SV40 large T antigen = TAg ATPase/helicase activity blockers – biochemical (AID 1903) | 0.39% of 310,000 active | SV40 large T antigen ATPase/helicase inhibition assay; higher % means a stronger effect | one-dose inhibition, % at 20 µM; IC50 in µM for titrated hits; in the data active = a potency from the dose series; inconclusive = inhibition mostly from about 32% at the one dose, without a potency; inactive = the rest, 99 in 100 with inhibition below about 32%; also: strong numbers were not always called active
NOD2 inhibition = inhibition of NOD2-driven NF-kB reporter – cell-based, luminescence, uHTS, HEK293 (AID 1566); HEK293 NOD2/NF-kB luciferase reporter, luminescence; higher % means a stronger effect; one-dose inhibition, % at 4 µM; EC50 in µM for titrated hits; 0.63% of 290,000 active; also: many of its hits are not listed in these tables
KOR beta-arrestin-1 = kappa opioid receptor blockers – cell-based, luminescence, uHTS (AID 1778); inhibition, % at 10 µM, or IC50 in µM where a hit was titrated; 0.091% of 290,000 active; KOR beta-arrestin recruitment, luminescence, antagonist mode; higher % means a stronger effect; also: strong numbers were not always called active
GPR55 antagonists = inhibition of LPI-stimulated GPR55 beta-arrestin translocation – imaging, U2OS, beta-arrestin-GFP, LPI agonist, primary screen (AID 2013); U2OS GPR55 beta-arrestin-GFP translocation imaging, LPI antagonism; higher % means a stronger effect; inhibition, % at 10 µM; hits with a dose series show IC50 in µM; 0.13% of 290,000 active;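 active = spots per cell inhibited over 60%, with over 100 cells counted and total cytoplasm intensity under 500,000; inconclusive = wells with under 100 cells, flagged as likely toxic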;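 also: U2OS cells stably carrying GPR55 and arrestin-GFP stimulated by 5 µM LPI near EC80; imaged beta-arrestin-GFP aggregate spots per cell after agonist stimulation; plate controls were LPI-stimulated DMSO wells for no effect and DMSO wells without LPI for full effect; some results filed as inactive read as strong as hits; confirmed hits need IC50 under 10 µM and bright autofluorescent wells are also inconclusive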
Rac1 GTP hydrolysis = MgcRacGAP GTPase-activating activity inhibitors, confirmation, biochemical, ADP Hunter fluorescence; MgcRacGAP-stimulated Rac1 GTP hydrolysis, ADP Hunter fluorescence; higher % means a stronger effect; GST-tagged Rac1 F28L mutant substrate; inhibition, % at 30 µM; hits with a dose series show IC50 in µM; 0.6% of 340,000 active; AID 624330;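 active = first-screen hits whose inhibition reached a set limit at any dose in the follow-up dose series; inconclusive = inhibition above the set first-screen limit but never retested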;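 also: fluorescence reports GDP produced by GAP-driven GTP hydrolysis; strong numbers were not always called active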
GPR55 activation = selective activators of receptor GPR55 – imaging, U2OS cells, beta-arrestin-GFP redistribution, primary screen (AID 1961). 0.048% of 290,000 active. activation, % at 10 µM, or EC50 in µM where a hit was titrated. U2OS GPR55 beta-arrestin-GFP redistribution imaging; higher % means a stronger effect;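 active = activation above 40% with more than 50 cells counted in the well; inconclusive = wells holding fewer than 50 cells, flagged as toxic or sparse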;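 also: U2OS osteosarcoma cells stably expressing GPR55 and beta-arrestin-GFP; plate controls were DMSO negative control for no effect and LPI positive control for full effect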
NOD1 inhibition = inhibition of NOD1-driven NF-kB reporter – cell-based, luminescence, uHTS, primary screen (AID 1578); NOD1-driven NF-kB luciferase reporter cells, luminescence; higher % means a stronger effect; one-dose inhibition, % at 4 µM; EC50 in µM for titrated hits; 1% of 290,000 active; in the data active = inhibition mostly above about 36%, no sharp cut-off; inactive = mostly below about 34%;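 also: HEK-293T reporter cells stimulated with the NOD1 agonist gamma-tri-DAP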
HIV peptide binding = inhibitors of HIV fusion peptide binding, primary screen, biochemical, uHTS, fluorescence dequenching (AID 1986); cell-free peptide binding, fluorescence dequenching, 30 min; higher % means a stronger effect; inhibition, % at 20 µM, or IC50 in µM where a hit was titrated; 0.3% of 290,000 active; in the data active = inhibition mostly above about 52%, no sharp cut-off; inactive = mostly below about 76%; also: some results filed as inactive read as strong as hits
KOR beta-arrestin-2 = kappa opioid receptor activators – cell-based, luminescence, uHTS, primary screen (AID 1777); KOR beta-arrestin recruitment, luminescence; higher % means a stronger effect; activation, % at 10 µM; hits with a dose series show EC50 in µM; 0.02% of 280,000 active; in the data active = activation above about 50%, passing the limit was not always enough; also: a part of the inactive calls stands beside numbers as strong as those of hits
* marks the source's active call; other numbers are inactive results; ? = inconclusive; . = no result given; [ ] = another dose, or the depositor's remark. Rule as the data show it, unless noted: active = inhibition above about 50%; inactive = the rest. Some of the compounds tested; rates above refer to the full screens.

SMILES | SV40 large T antigen | NOD2 inhibition | KOR beta-arrestin-1 | GPR55 antagonists | Rac1 GTP hydrolysis | GPR55 activation | NOD1 inhibition | HIV peptide binding | KOR beta-arrestin-2
Cc1oc(-c2ccc(Cl)cc2)nc1CN1CCCC(C(=O)NCc2ccccn2)C1 (stereo not drawn) | 13% | 22% | -4% | 3% | 2% | -0.2% | -3% | -1.8% | -0.4%
COc1ccccc1S(=O)(=O)N1CCN(S(=O)(=O)c2ccccc2C#N)CC1 | 5% | 7% | -18% | -6% | 1% | -0.2% | -2% | -1.5% | -3.2%
CCOC(=O)C1CCCCN1Cc1ccc(OC)c(OC)c1OC (stereo not drawn) | 4% | 22% | -8% | -1% | 9% | -0.3% | 0% | 2.5% | -2.6%
Cc1cc2cc(CNC(=O)Cc3ccc([N+](=O)[O-])cc3)ccc2[nH]1 | 1% | -4% | 0% | -13% | 6% | -0.6% | -50% | -0.7% | -3.5%
N#CCCN1CCCc2cc(N=Nc3ccc(C(F)(F)F)cc3)ccc21 | 2% | -17% | 32% | 5% | . | -0.1% | -15% | -4.8% | 2.6%
CCN1CCN(CCCNC(=O)c2ccc3c(c2)N(Cc2ccccc2)CCS3)CC1 | 8% | 20% | 37% | 17% | 15% | -0.2% | -14% | -1.0% | -6.2%
Cc1ccc(C(=O)N/C(=C/C=C/c2ccccc2)C(=O)NCc2ccco2)cc1 | 10% | 18% | 0% | -3% | -4% | -0.1% | 14% | 1.8% | 2.7%
CCCn1c(=N)n(CC(=O)c2ccc(Cl)cc2)c2ccccc21 | 21% | 8% | -11% | 13% | -2% | -0.1% | 0% | 2.4% | 0.6%
O=C(Nc1ccc(NC(=O)c2ccc([N+](=O)[O-])cc2[N+](=O)[O-])cc1)c1ccco1 | 6% | 6% | -5% | -3% | 5% | 0.2% | -31% | -1.2% | -4.3%
O=Cc1cn(-c2ccccc2)nc1-c1ccncc1 | 11% | -52% | -13% | -13% | 3% | 0.2% | -36% | 2.8% | -0.1%
CC(C)C(=O)Nc1ccc2c(c1)oc1ccccc12 | 4% | -84% | -115% | 6% | 8% | 0.3% | -28% | 0.2% | 12%
COc1cc(NC(=O)COC(=O)c2ccccc2F)cc(OC)c1 | 2% | 9% | 9% | 6% | 7% | 0.4% | -14% | 1.8% | -3.7%
Cc1cc(/C=C2\C(=O)NN(c3ccccc3)C2=O)c(C)n1-c1ccccc1O | 9% | -72% | 22% | -3% | 5% | 0.0% | 2% | -1.4% | 2.5%
CCN(CC)c1nc(Nc2ccc(Cl)cc2)nc(OCC#N)n1 | 10% | 7% | -31% | -4% | -10% | -0.1% | -48% | -1.2% | 1.9%
CCOC(=O)c1sc2nc(C)nc(NCc3ccc(Cl)cc3)c2c1C | 2% | 51%* | -24% | -3% | 7% | 0.0% | 13% | -1.2% | -3.9%
Cc1c(C(=O)OCC(=O)N2CC(=O)Nc3ccccc32)oc2ccc(Br)cc12 | -2% | -6% | -16% | 1% | 1% | 0.2% | -27% | -0.3% | 14%
O=C(Cc1c(Cl)cccc1Cl)NC1=NCCS1 | 9% | 1% | -26% | -4% | 6% | 0.3% | -4% | -0.5% | -0.7%
Cc1c(C(=O)NCc2cccs2)oc2ccccc12 | 3% | -13% | -22% | -9% | 11% | 0.6% | -24% | -0.1% | 1.4%
O=C(Nc1ccccn1)c1cccc(S(=O)(=O)N2CCCC2)c1 | 10% | -4% | 7% | 10% | 12% | -0.1% | -38% | 0.2% | 2.5%
CCOC(=O)CC1C(=O)NCCN1Cc1cccs1 (stereo not drawn) | 5% | -5% | 5%[20 µM] | 12% | 4% | 0.2% | -28% | -0.4% | -6.5%
Cc1cc(C(F)(F)F)nn1C(=O)c1cccnc1Cl | 1% | -4% | -15% | 9% | 6% | 0.0% | -31% | -3.2% | -3.2%
C[C@@H]1O[C@@H](OC[C@H]2O[C@@H](Oc3c(-c4ccc(O)c(O)c4)oc4cc(O)cc(O)c4c3=O)[C@H](O)[C@@H](O)[C@@H]2O)[C@H](O)[C@H](O)[C@H]1O | ? | 0% | -5% | 14% | ? | -0.1% | -5% | 15% | -2.5%
COc1ccc(Cl)cc1Nc1nc2ccc(C)cc2n2cnnc12 | 26% | 4% | -32% | -4% | 10% | -0.3% | 2% | 2.2% | -4.9%
Cc1ccc(N(CC2CO2)S(=O)(=O)c2ccc([N+](=O)[O-])cc2)cc1 (stereo not drawn) | 1% | 11% | -1% | 13% | 5% | -0.2% | -8% | -2.6% | -3.3%
Cc1ccccc1NC(=O)C(c1ccccc1)C1CCCC1 (stereo not drawn) | -11% | -27% | 4% | 6% | 2% | -0.3% | 4% | 0.0% | 5.2%
Going on with the list:
SMILES | SV40 large T antigen | NOD2 inhibition | KOR beta-arrestin-1 | GPR55 antagonists | Rac1 GTP hydrolysis | GPR55 activation | NOD1 inhibition | HIV peptide binding | KOR beta-arrestin-2
O=Cc1ccc(OCCCOc2cccc3cccnc23)cc1 | 14% | -2% | 6% | -11% | -1% | -0.1% | 17% | -1.1% | 2.2%
COc1ccc(CN2CCN(Cc3ccco3)CC2)cc1 | 6% | -6% | -25% | -2% | 30% | 0.0% | -9% | 2.8% | -3.0%
CCOC(=O)C1CCCN(c2c(N3CCN(c4ccccn4)CC3)c(=O)c2=O)C1 (stereo not drawn) | 7% | 10% | 12% | 9% | -1% | -0.1% | -19% | -1.1% | -2.8%
CCCCC(=O)Nc1c2c(nn1-c1ccc([N+](=O)[O-])cc1)CS(=O)(=O)C2 | 11% | 11% | -2% | 12% | 2% | 0.0% | -5% | -0.1% | 5.0%
CCOC(=O)c1ccc(NC(=O)Cn2c(C)nc3c(sc(=S)n3CC)c2=O)cc1 | 8% | 11% | -21% | -7% | 3% | -0.1% | 14% | 1.7% | -1.9%
O=C(C[n+]1cc(Br)cc(Br)c1)c1ccc(-c2ccccc2)cc1 | 7% | -11% | 9% | -6% | 10% | 0.4% | -6% | 3.3% | -4.9%
Cc1ccc(S(=O)(=O)c2cn(C)c3cc(N4CCN(C)CC4)c(F)cc3c2=O)c(C)c1 | 5% | 4% | -8% | -9% | 10% | 0.2% | 3% | 0.7% | -1.1%
Cc1nnc(SCCC(=O)Nc2ccc(Cl)cc2)o1 | 8% | 9% | -7% | 11% | 3% | -0.1% | -17% | 1.7% | -1.9%
CN1CCN(C(c2cccc(C(F)(F)F)c2)c2nnnn2C(C)(C)C)CC1 (stereo not drawn) | 10% | 10% | 20% | -7% | 5% | 0.5% | -19% | -0.8% | -2.3%
Cc1ccc(SCCNC(=O)/C=C/c2ccc(Cl)cc2)cc1 | 5% | -18% | -18% | -10% | -2% | 0.3% | 15% | 0.6% | 12%
O=C(CCCN1C(=O)/C(=C/c2ccccc2Cl)SC1=S)NNC(=O)c1cccnc1 | 6% | 44% | 4% | 0% | 11% | -0.2% | -9% | -4.7% | -0.8%
O=C(/C=C/c1c(Cl)cccc1Cl)N1CCOCC1 | 1% | -7% | -31%[20 µM] | -25% | -8% | -0.1% | -27% | -0.3% | -1.2%
Cc1ccc(CCNC(=O)Cc2ccc(NC3=NC4CS(=O)(=O)CC4S3)cc2)cc1 (stereo not drawn) | 2% | 15% | -14%[20 µM] | 1% | 11% | -0.1% | 2% | -0.5% | -2.9%
CCOC(=O)c1c(C)[nH]c(C(=O)CN2C(=O)NC(C)(c3ccc4ccccc4c3)C2=O)c1C (stereo not drawn) | 5% | 16% | -5% | . | -2% | 0.0% | -8% | 1.6% | 2.4%
CC(=O)Nc1ccc(OCC(O)Cn2ccnc2)cc1 (stereo not drawn) | 9% | 9% | -45%[20 µM] | 19% | 9% | -0.1% | -27% | 0.8% | .
CC1CC(=O)c2cnc(NCc3ccco3)nc2C1 (stereo not drawn) | 16% | 12% | 12% | 7% | -9% | -0.1% | -11% | -1.5% | .
COc1ccc(OCC(=O)N2CCN(C(=O)c3cccc(F)c3)CC2)cc1 | 18% | 5% | -26% | 14% | 9% | -0.1% | 11% | -0.8% | -1.2%
COCCNC(=O)/C(C#N)=C/C=C/c1ccccc1 | 14% | -42% | -22% | 10% | -8% | 0.1% | -5% | 0.0% | -6.9%
COc1ccc(OC)c(NC(=O)CCNS(=O)(=O)c2cccs2)c1 | 12% | 12% | 19% | 13% | -2% | 0.1% | -20% | 2.5% | 11%
CCCc1cc(=O)[nH]c(SCC(=O)OCc2ccccc2)n1 | 6% | -10% | -38% | 7% | 3% | -0.2% | 1% | 4.4% | -0.9%
COC(=O)c1cn(N(C)c2ncc(C(F)(F)F)cc2Cl)c(=O)c2ccccc12 | -4% | 14% | 30% | 6% | 5% | -0.1% | 1% | 7.6% | 0.2%
CC(C)C(C)NC(=O)CN1C(=O)NC2(CCc3ccccc32)C1=O (stereo not drawn) | 4% | -11% | 9% | -2% | 1% | 0.2% | -19% | -2.7% | -2.0%
Cc1onc(-c2ccccc2)c1C(=O)Nc1ccc(S(=O)(=O)N2CCCC2)cc1 | 5% | -6% | -1%[20 µM] | 4% | -5% | 0.5% | -15% | 0.9% | .
Cc1c(N=C/C=C2\N(C)c3ccccc3C2(C)C)c(=O)n(-c2ccccc2)n1C | 16% | -4% | 1% | -12% | 10% | 0.2% | -1% | -1.3% | 0.5%
O=C(CN1CCN(Cc2ccc(Cl)cc2)CC1)N1CCc2ccccc21 | 3% | -8% | -50% | 17% | 7% | -0.1% | -15% | -1.0% | 3.2%
(listing goes on)
SMILES | SV40 large T antigen | NOD2 inhibition | KOR beta-arrestin-1 | GPR55 antagonists | Rac1 GTP hydrolysis | GPR55 activation | NOD1 inhibition | HIV peptide binding | KOR beta-arrestin-2
CCCCCOc1ccc(NS(C)(=O)=O)cc1 | 8% | -49% | 5% | 8% | 2% | -0.1% | -35% | -2.7% | -0.9%
O=c1[nH]cnc2c([N+](=O)[O-])cccc12 | -5% | -4% | -21% | 4% | 11% | 0.0% | 4% | 0.0% | 2.0%
CCOC(=O)c1c(NC(=O)OC)sc(C(=O)N(CC)CC)c1C | 18% | 22% | -4% | 7% | 5% | -0.2% | 3% | -0.1% | -1.7%
COc1cc(CNCCNC(=O)c2nonc2N)ccc1OCc1ccc(Cl)cc1 | 5% | -2% | -46%[20 µM] | 16% | 52% | -0.1% | -19% | 0.5% | -6.4%
O=C(CCCc1ccccc1)NCc1ccccc1 | -9% | -60% | -18%[20 µM] | 4% | . | -0.1% | 20% | 0.3% | -0.3%
Cc1ccc(N(CC(O)COCc2ccco2)S(=O)(=O)c2ccc(C)cc2)cc1 (stereo not drawn) | 12% | 2% | 0% | -4% | 9% | -0.2% | 0% | 11% | 3.4%
CCOC(=O)C(C)Oc1cccc2c(=O)n(CC(=O)Nc3ccc4c(c3)OCCO4)ccc12 (stereo not drawn) | 1% | -7% | -12% | -3% | 2% | -0.1% | -29% | 1.6% | 16%
